A549 tox = Nrf2 qHTS screen for inhibitors: counterscreen for cytotoxicity; A549 ARE-Fluc cells, CellTiter-Fluor viability, 18-24 h; Potency, µM (doses to about 46 µM), for inactives: at the top dose activity change, negative = cytotoxicity, hits mostly inhibitors; 0.16% of 390,000 active; AID 504648, 2011; also: potency is read from the fitted curve at half-maximal effect; % is scaled to controls: 0 for no effect and ±100 for the full control effect
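A549 ARE-Fluc cells in 5% FBS OPTI-MEM, 5000 cells/well, rested 2 h then exposed to compounds in concentration-response for 18-24 h at 37 °C. Viability by CellTiter-Fluor fluorescence (Ex 405/Em 525) after 30 min; luciferase luminescence (BugLite, 15 min, RT) read afterwards.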
CCT chaperon mod = High-Throughput Screening for Modulators of Cytosolic Chaperonin Activity; purified chaperonin ATPase assay, HTRF ADP detection, 30 min; activity change, % (concentration not given with the values), hits read low; 0.3% of 360,000 active; AID 651819, 2012; in the data active = activity change below about -30%; also: % is scaled to controls: 0 for no effect and ±100 for the full control effect
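Nucleotide hydrolysis assay: TRiC at 20–40 nM final (set by batch activity) with 10 uM ATP, 30 min at 37 °C, in presence of 76 uM compound. Detection by competitive ADP HTRF, 30 min ambient.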
Nrf2 activator = qHTS of Nrf2 Activators; AREc32 ARE-luciferase reporter (MCF7-derived line), luminescence, 24 h; Potency, µM (titrated, usually from 46.1 µM), for the others: top-dose activation, actives largely listed as activators; 0.31% of 410,000 active; AID 624171, 2012; also: potency is read from the fitted curve at half-maximal effect; % of control where 0% means no effect; nearly all actives have a fitted effect of over 65% in size
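Reporter line AREc32 (ARE-Fluc), seeded overnight in OPTI-MEM with 5% FBS; compound pin-transferred, 24 hr at 37 deg C, 5% CO2; luminescent read-out.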
Abeta rescue = qHTS for compounds that reverse cellular toxicity of Amyloid beta (A-beta) peptide in yeast: Primary Screen. yeast expressing A-beta42, growth rescue, OD600, 48 h; response scale: 0% DMSO, 100% iron-clioquinol control. Potency, µM (titrated, usually from 46.1 µM), for the others: top-dose growth rescue, actives largely listed as activators. 0.063% of 410,000 active. AID 1347071, 2019; also: potency is read from the fitted curve at half-maximal effect; nearly all actives have a fitted effect of over 55% in size
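Yeast growth medium received pinned compounds, then yeast cells expressing toxic A-beta were added; plates incubated at 30 C for 48 hr. Growth read as absorbance at 600 nm, normalized to DMSO and equimolar FeCl3 plus clioquinol controls.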
HepG2 viability = qHTS for Inhibitors of TGF-b: Cytotox Counterscreen; HepG2 CAGA-GFP viability, ATP luminescence, 18 h; Potency, µM (titrated, usually from 46.1 µM), for inactives: top-dose activity change, negative = cytotoxicity, most hits filed as cytotoxic; 0.76% of 410,000 active; AID 588856, 2011; also: potency is read from the fitted curve at half-maximal effect; some results filed as inactive show a strong effect at the top dose
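CellTiter-Glo luminescence gave cytotoxicity after 18 hours at 37 degrees C. The cells were HepG2 CAGA-GFP in 1% FBS DMEM, stimulated with 500 pg/mL TGF-beta after compound addition. %Activity was normalised to no-cell wells (complete cell-killing) and DMSO (no toxicity), and curves were fitted and classified.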
MmCpn inh = Inhibitors of TCP-1 ring complex (TRiC) of Methanococcus maripaludis (MmCpn): qHTS; Chaperonin Mm-Cpn (Methanococcus maripaludis); purified Mm-Cpn ATPase, ADP Transcreener TR-FRET; Potency, µM (top dose mostly 76.9 µM), inactives show top-dose activity, negative = inhibition, usual class: inhibitors; 0.031% of 330,000 active; also: potency is read from the fitted curve at half-maximal effect; % is scaled to controls: 0 for no effect and ±100 for the full control effect; nearly all actives have a fitted effect of over 80% in size
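Eu-cryptate anti-ADP/ADP-d2 competition gives a ratio inversely related to ADP. Enzyme at 25 nM was pre-exposed to compound for 10 min, then given 10 uM ATP for 30 min, 37°C throughout.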
pAkt inh = HTS Assay for Inhibitors of Akt Phophorylation: Primary Screen | Neuro2A IGF-stimulated pAkt S473 HTRF, 20 min; stronger effect = lower value | activity change, % for hits at 50 µM | 0.32% of 360,000 active | AID 651550, 2012; in the data active = activity change below about -80%; inconclusive = mostly about -51% to -80%; also: % is scaled to controls: 0 for no effect and ±100 for the full control effect
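Neuro2A cells in DMEM with 0.5% FBS, overnight at 37 deg C, given compound at single 50 µM final, then IGF (6 nM final) for 20 min at 37 deg C. Lysed; phospho-Akt Ser473 by HTRF after 24 h, 665/615 ratio.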
Nrf2 block = Nrf2 qHTS screen for inhibitors | A549 ARE-Fluc reporter, luciferase luminescence, 18-24 h | Potency, µM (doses to about 46 µM), without a hit: top-dose activity change, negative = inhibition, most hits filed as inhibitors | 2.1% of 360,000 active | AID 504444, 2011; also: potency is read from the fitted curve at half-maximal effect; % is scaled to controls: 0 for no effect and ±100 for the full control effect; nearly all actives have a fitted effect of over 60% in size
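Reporter: ARE-Fluc in A549. Exposure: 18-24 h, 37 °C, 5% CO2, 5% FBS OPTI-MEM. Readouts: fluorescent cytotoxicity (CellTiter-Fluor), then luminescent Nrf2 signal after BugLite.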
TGFb SMAD3 inh = qHTS for Inhibitors of TGF-b. HepG2 CAGA-GFP TGF-b/SMAD3 reporter, GFP fluorescence, 18 h; TGF-beta stimulated, 500 pg/mL final. Potency, µM (highest dose often 46.1 µM), without a hit: at the highest dose activity, negative = inhibition, actives largely listed as inhibitors. 1.2% of 410,000 active; also: potency is read from the fitted curve at half-maximal effect; % is scaled to controls: 0 for no effect and ±100 for the full control effect; nearly all actives have a fitted effect of over 65% in size
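Cell-based qHTS in HEPG2 carrying a CAGA-GFP Smad reporter; compounds added before 500 pg/mL final TGF-beta, 18 h incubation at 37 degrees C, GFP fluorescence quantified per cell by imaging cytometry.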
An asterisk follows results filed as active; i = inactive; ? = inconclusive; nt = no result given; [ ] = remark or other dose. Unless noted, calls follow the shape of the dose curve; as a rule, active = well fitted curve in the direction sought with a large enough effect; inconclusive = small, poorly fitted or top-dose-only effect, or another doubt; inactive = no such curve, though single readings can be large; an effect the other way counts as inactive or inconclusive. This is a random part of the collection; overall some 4.3% were active at least once.

| Molecule | A549 tox | CCT chaperon mod | Nrf2 activator | Abeta rescue | HepG2 viability | MmCpn inh | pAkt inh | Nrf2 block | TGFb SMAD3 inh |
| --- | --- | --- | --- | --- | --- | --- | --- | --- | --- |
| COc1ccc(C(=O)c2ccc(N(C)C)cc2)c2ccccc12 | -12% | -1.4 | 2.7% | 2% | -16% | -14% | i | 23% | ? |
| CC(O)CNCCCOc1cccc(C(F)(F)F)c1 (stereo not given) | -7% | 0.7 | -0.5% | 1% | -17% | 0% | i | 20% | 5% |
| Cn1nc(C2CC2)cc1NC(=O)C1(C)CCN1C(=O)Cc1ccc(-c2ccccc2)cc1 (stereo not given) | nt | -2.3 | -0.2% | 3% | -51% | nt | i | nt | 6% |
| Cn1cc(C(CC(=O)O)C(=O)O)c2ccccc21 (stereo not given) | 0% | -0.4 | -0.5% | 20% | 1% | 2% | i | 4% | -21% |
| FC(F)C(F)(F)C1=CC(c2ccccc2)=NCCN1 | 12% | -0.3 | 0.7% | 20% | -3% | 2% | i | nt | 13% |
| CCn1c(CNc2ccc(Cl)cc2)nnc1SCC#N | 0% | 2.0 | 0.3% | 3% | -9% | -1% | i | -11% | 16% |
| COC(=O)Nc1ccc(C)c2nsnc12 | ? | -0.9 | 19% | 0% | -17% | -1% | i | 6% | -28% |
| COc1ccc(/C=N/NC(=O)c2cccnc2)cc1CSc1nc2ccccc2s1 | -9% | -1.0 | 9.4% | 4% | -14% | -16% | i | 14% | ? |
| CC(C)CNC(=O)COC(=O)c1c2c(nc3ccccc13)/C(=C/c1cccs1)CC2 | 4% | 1.7 | 5.5% | -3% | -30% | -2% | i | ? | -6% |
| Cc1ccc(NC(=S)c2nc3ccccc3[nH]2)c(C)c1 | -2% | 0.7 | 7.5% | ? | -23% | -2% | i | ? | -19% |
| O=C(CC12CC3CC(CC(C3)C1)C2)NCc1ccc(F)cc1 | 6% | -6.7 | 0.0% | 32% | -1% | 0% | i | -5% | -1% |
| Cc1oc2c(F)c(F)c(F)c(F)c2c1S(=O)(=O)Nc1cccc(C(F)(F)F)c1 | ? | 0.6 | -0.1% | -80%[inhibitor] | -61% | -5% | i | 8.2µM* | 7.1µM* |

The listing continues:
| Molecule | A549 tox | CCT chaperon mod | Nrf2 activator | Abeta rescue | HepG2 viability | MmCpn inh | pAkt inh | Nrf2 block | TGFb SMAD3 inh |
| --- | --- | --- | --- | --- | --- | --- | --- | --- | --- |
| Cc1cc(C)cc(NC(=O)[C@@H](NC(=O)c2ccco2)C(C)C)c1 | 2% | -0.6 | 2.8% | -3% | 6% | 0% | i | -7% | 0% |
| COc1ccc(C(=O)Cc2ccccc2)cc1OC | 1% | 1.9 | 4.3% | -2% | -2% | 1% | i | 6% | -12% |
| O=C1CCCN2N=C(SCC(=O)N3N=C(c4ccc(Br)cc4)CC3c3ccc(F)cc3)SC2=N1 (stereo not given) | -2% | 1.8 | 3.9% | 8% | -6% | ? | i | -20% | ? |
| Cc1c(NC(=O)COC(=O)Cn2cc(C(F)(F)F)ccc2=O)cccc1[N+](=O)[O-] | 3% | -0.3 | 0.1% | -11% | -4% | 0% | i | 2% | 1% |
| CCOC(=O)c1c(S(=O)(=O)N2CCCC(C(=O)Nc3cccc(C#N)c3)C2)c(C)n(C)c1C (stereo not given) | 3% | nt | 0.2% | -8% | -10% | nt | nt | nt | -43% |
| C/C(=N/NC(N)=S)c1cc2ccc(O)cc2oc1=O | -2% | -4.4 | 3.8% | 11µM* | -16% | 2% | i | -3% | -10% |
| COc1ccc(C(C#N)=Cc2cccc(OC)c2OC)cc1 | nt | 0.5 | 7.6% | 3% | -28% | nt | i | nt | 6% |
| O=C(NCc1ccc(F)cc1)C1CC(=O)N(Cc2ccco2)C1 (stereo not given) | 6% | -5.4 | -0.1% | 4% | 1% | 2% | i | 11% | 6% |
| O=c1cnnc(N/N=C/c2cccs2)[nH]1 | -10% | 0.1 | 29% | nt | -28% | 1% | i | -1% | -8% |
| C/C(=N\NC(=O)c1nn(C)c(C)c1Br)c1ccc(NC(=O)C2CCCC2)cc1 | -10% | 1.1 | -0.8% | 1% | -7% | 2% | i | 8% | -19% |
| Cc1nc(SCC(=O)N2CCOCC2)c2c(C)c(C)sc2n1 | 1% | -0.9 | 5.0% | -9% | -14% | 0% | i | -2% | -18% |
| O=C(Cc1cccs1)N(c1ccc(Br)cc1)C1C=CS(=O)(=O)C1 (stereo not given) | 0% | -3.0 | 0.2% | -19% | -2% | 0% | i | 6% | 3% |

Next section (4 carried over from the part before).
| Molecule | A549 tox | CCT chaperon mod | Nrf2 activator | Abeta rescue | HepG2 viability | MmCpn inh | pAkt inh | Nrf2 block | TGFb SMAD3 inh |
| --- | --- | --- | --- | --- | --- | --- | --- | --- | --- |
| O=c1cnnc(N/N=C/c2cccs2)[nH]1 | -10% | 0.1 | 29% | nt | -28% | 1% | i | -1% | -8% |
| C/C(=N\NC(=O)c1nn(C)c(C)c1Br)c1ccc(NC(=O)C2CCCC2)cc1 | -10% | 1.1 | -0.8% | 1% | -7% | 2% | i | 8% | -19% |
| Cc1nc(SCC(=O)N2CCOCC2)c2c(C)c(C)sc2n1 | 1% | -0.9 | 5.0% | -9% | -14% | 0% | i | -2% | -18% |
| O=C(Cc1cccs1)N(c1ccc(Br)cc1)C1C=CS(=O)(=O)C1 (stereo not given) | 0% | -3.0 | 0.2% | -19% | -2% | 0% | i | 6% | 3% |
| CC1CN(S(=O)(=O)c2ccccc2)C(C)N1C(=O)N1CCOCC1 (stereo not given) | -1% | 1.1 | -0.8% | 8% | 8% | 1% | i | 6% | 1% |
| CC1CC1C(=O)OCC(=O)NC(=O)NCc1ccco1 (stereo not given) | -4% | -2.4 | -0.4% | 13% | -7% | 4% | i | 13% | 3% |
| CCOC(=O)C1(CCCc2ccccc2)CCN(C(=O)Cc2nonc2C)CC1 | -2% | 1.4 | 0.1%[9.22 µM] | 14% | -21% | 0% | i | -1% | 1% |
| O=C(O)c1ccc2c(c1)C(=O)N(c1ccc([N+](=O)[O-])cn1)C2=O | -6% | 0.6 | -0.4% | 10% | 4% | -1% | i | -5% | 7% |
| COc1cccc(Cn2c(=O)cc(C)c3c(C)nn(C)c32)c1 | -3% | nt | 6.8% | 9% | -17% | nt | nt | ? | 1% |
| CCOc1ccc(Nc2ccc(C(=O)O)cc2[N+](=O)[O-])cc1 | -30% | -3.0 | 2.5% | 15% | -13% | -3% | i | -16% | -12% |
| COc1cc(S(C)=O)ccc1-c1nc2ncccc2[nH]1 (stereo not given) | -10% | -0.2 | 0.1% | -5% | -5% | -1% | i | 19% | 0% |
| O=C(NNC(=O)c1cccc(S(=O)(=O)N2CCc3ccccc32)c1)c1ccccc1 | -28% | -0.8 | 4.8% | -15% | -10% | 1% | i | 8.2µM* | -24% |
| COc1ccc(CN2C[C@H]3CCCN3c3cc(Br)ccc3S2(=O)=O)cc1 | -1% | -0.3 | 4.1% | 2% | -20% | -1% | i | 1% | 10µM* |
| O=C(CNC(=O)c1ccc(Br)o1)NCc1ccc(Cl)cc1Cl | 1% | -1.0 | 0.1% | -10% | -17% | 2% | i | -4% | -1% |
| O=C(CN(Cc1ccc2c(c1)OCO2)C(=O)CSc1nc2ccccc2o1)NC1CCCCC1 | -3% | -1.6 | -0.4% | 14% | -1% | 1% | i | 6% | -3% |
| CCSc1nc(-c2ccco2)ccc1C#N | -11% | 1.0 | ? | 8% | -1% | -3% | i | 24% | -6% |

Going on with the list.
| Molecule | A549 tox | CCT chaperon mod | Nrf2 activator | Abeta rescue | HepG2 viability | MmCpn inh | pAkt inh | Nrf2 block | TGFb SMAD3 inh |
| --- | --- | --- | --- | --- | --- | --- | --- | --- | --- |
| O=C(/C(=N/N=C/c1ccc(O)c(O)c1)c1ccccc1)c1ccccc1 | -6% | 0.2 | 4.8% | -85%[inhibitor] | -96% | 1% | i | 15% | ? |
| O=C(N/N=C\c1ccccc1)c1sccc1-n1cccc1 | -1% | -4.4 | 15% | 9% | 1% | 0% | i | nt | 6% |
| O=S(=O)(c1ccc(Cl)cc1)c1nnn2c1nc(NCc1ccccc1)c1sccc12 | -2% | nt | 0.2% | 2% | 17% | nt | nt | -20% | 32%[activator] |
| CC1C/C(=N\NC(=O)c2cccnc2)CC(C)(C)C1 (stereo not given) | -1% | -5.0 | 2.7% | -3% | -2% | 0% | i | -12% | -4% |
| COc1ccc(NC(=O)CSCC(=O)Nc2ccc(C)c(S(=O)(=O)N3CCCCCC3)c2)cc1 | -5% | -1.0 | -0.4% | 5% | -13% | 1% | i | 7% | -15% |
| COC(=O)c1ccc2c(C)c(C(C)(C)O)[nH]c2c1 | -7% | -1.6 | 8.1% | 6% | -2% | -4% | i | 28% | -25% |
| Cc1cccc(C(=Cc2ccc([N+](=O)[O-])cc2)C(=O)O)c1 | nt | 0.5 | 0.7% | 6% | -1% | nt | i | nt | 3% |
| COc1ccc(NC(=O)CSc2ncnc3c2nnn3-c2ccc(F)cc2)c(OC)c1 | 6% | -1.3 | 0.1% | 4% | 0% | 0% | i | 0% | -2% |
| C[C@H](CO)N1C[C@H](C)[C@@H](CN(C)S(=O)(=O)c2ccccc2)Oc2c(NC(=O)Nc3ccccc3)cccc2C1=O | -1% | -0.9 | 1.2% | 8% | -6% | -4% | i | -22% | -23% |
